# High-throughput results from PubChem BioAssay.
# Insulin prom inh – inhibitors of insulin promoter-driven GFP, primary screen, imaging, TRM-6 cells (human fetal islet line), eGFP reporter, cell count. reporter expression induced with tamoxifen. inhibition, % at 2 µM. 130,000 compounds, 0.9% hits;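 active = inhibition above the mean plus 3 SD, with well images judged a real hit on visual review, cut at about 60% in these data, passing the limit was not always enough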
# SDO1 yeast rescue – growth rescue of sdo1-depleted yeast, primary screen, S. cerevisiae, bone marrow failure model. S. cerevisiae sdo1-depleted JHY4D growth rescue, OD600 30 h; stronger effect = higher value; pdr5 snq2 efflux-pump mutant strain. z-score at 10 µM. 140,000 compounds, 0.21% hits;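 active = z-score above 3 at both the 24 hr and the 30 hr optical density reads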;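 also: z-score against mean and SD of all compound wells on the same plate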
# SDO1 yeast rescue Rescue 24 h – second read-out of SDO1 yeast rescue, no call of its own (marks repeat the call); z-score; S. cerevisiae sdo1-depleted JHY4D growth rescue, OD600; measured here: growth rescue at 24 h;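 0 is the plate mean of compound wells and units are plate SD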
# * marks the source's active call; other numbers are inactive results; nt = not tested or not shown; & = joins results of further samples. These rows are one share of the data (hit frequency here may not be typical).
entry	SMILES	Insulin prom inh	SDO1 yeast rescue	SDO1 yeast rescue Rescue 24 h
1	Cc1cc(C(=O)Nc2ccc3c(c2)OCCO3)c(C)o1	-34	1.2	0.82
2	O=c1cc(NCc2ccccc2)nc2ccccn12	8	nt	nt
3	Nc1ccc(N2CCCCC2)cc1N1CCCCC1	nt	0.03	0.71
4	Cc1c(Br)c(-c2n[nH]c(=S)n2Cc2ccco2)nn1C	0	0.01	-0.58
5	CCOC(=O)C(C)/C(C)=N/NC(=O)c1cc2ccccc2cc1O (stereo not drawn)	-19	0.45	0.09
6	COc1ccccc1Nc1ccc([N+](=O)[O-])cc1N	-74	-1.2	-1.3
7	O=C(O)C1C2C=CC(C2)C1C(=O)NCCCn1ccnc1 (stereo not drawn)	49	-0.55	-1.7
8	Cc1ccc(NC(=O)Cn2cnc3c(=O)n(C)c(=O)n(C)c32)c(C)c1	62	-0.09	-0.61
9	COc1ccc(S(=O)(=O)N2c3cc(Cl)ccc3Oc3nc4ccccc4nc32)cc1	-286	-0.53	0.23
10	CCc1ccc(CNCCNCC(C)O)cc1 (stereo not drawn)	nt	-0.8	-1.1
11	COc1cccc(/C=C/C(=O)OCC(=O)NCc2ccco2)c1OC	-45	1	0.31
12	O=C(CCn1nc(-c2ccc(Cl)cc2)ccc1=O)N1CCN(c2ccccn2)CC1	-17	-1	-0.89
13	O=C(Cn1c2ccccc2c(=O)c2ccccc21)N/N=C/c1cc([N+](=O)[O-])ccc1N1CCCCC1	nt	-0.39	0.63
14	Cc1ccc(C)c(N2CCN(C(=O)c3cn(C)c4ccc(S(=O)(=O)N(C)C)cc4c3=O)CC2)c1	nt	0.86	0.25
15	CC(NC(=O)Cc1ccc(F)cc1)c1ccccc1 (stereo not drawn)	37	-0.17	-0.58

# A second format for four compounds above.
# Fields – Insulin prom inh	SDO1 yeast rescue	SDO1 yeast rescue Rescue 24 h
6	COc1ccccc1Nc1ccc([N+](=O)[O-])cc1N
 : -74	-1.2	-1.3
14	Cc1ccc(C)c(N2CCN(C(=O)c3cn(C)c4ccc(S(=O)(=O)N(C)C)cc4c3=O)CC2)c1
 : nt	0.86	0.25
3	Nc1ccc(N2CCCCC2)cc1N1CCCCC1
 : nt	0.03	0.71
8	Cc1ccc(NC(=O)Cn2cnc3c(=O)n(C)c(=O)n(C)c32)c(C)c1
 : 62	-0.09	-0.61

# Molecules shown so far that contain a Cl atom:
entry	SMILES	Insulin prom inh	SDO1 yeast rescue	SDO1 yeast rescue Rescue 24 h
9	COc1ccc(S(=O)(=O)N2c3cc(Cl)ccc3Oc3nc4ccccc4nc32)cc1	-286	-0.53	0.23
12	O=C(CCn1nc(-c2ccc(Cl)cc2)ccc1=O)N1CCN(c2ccccn2)CC1	-17	-1	-0.89

# Additional records follow:
entry	SMILES	Insulin prom inh	SDO1 yeast rescue	SDO1 yeast rescue Rescue 24 h
16	Nc1sc2c(c1C(=O)NCCc1ccccc1)CCC2	-7	nt	nt
17	O=C(CCN1Cc2ccccc2C1)c1ccc2c(c1)OCCO2	-23	0.62	1.1
18	Cc1cc2ncn(/N=C/c3cc(Br)ccc3O)c2cc1C	nt	-2.2	-1.9
19	COc1ccc(CNC(=O)CCSCc2cccc(Cl)c2)cc1	7	-0.75	-1
20	O=C(Nc1ccc(Cc2ccncc2)cc1)c1ccc(Cl)c([N+](=O)[O-])c1	17	-2.1	-1.5
21	CCCn1c(SCC(=O)c2ccc3c(c2)NC(=O)CO3)nc2ccccc21	-13	0.29	1.4
22	COc1ccc(C2(O)CC3CCC(C2)N3c2nc(C)cc(C)c2C#N)cc1 (stereo not drawn)	-7	-0.67	-0.68
23	CC1=C(C(=O)N(C)C)C(c2cccs2)NC(=O)N1 (stereo not drawn)	-481	1	-0.09
24	Oc1c(Cl)cc(Cl)cc1C1=NNC(c2ccc(Cl)cc2)C1 (stereo not drawn)	-30	nt	nt
25	CCOC(=O)CCCn1ncn2c(cc3occc32)c1=O	-7	0.5	0.05
26	COCCNC(=S)Nc1ccc2nc(N3CCCC3)cc(C)c2c1	-8	1.9	1.4
27	Cc1ccc(-c2cc(C(F)(F)F)n3ncc(C(=O)N4CCN(C)CC4)c3n2)cc1	nt	1.1	0.92
28	O=C(Nc1ccccc1C(=O)N1CCOCC1)c1ccc(Cl)cc1	-18	nt	nt
29	Cc1noc(NS(=O)(=O)c2ccc(N/C=C/C(=O)c3cccnc3)cc2)c1C	nt	1.6	1.2
30	CCOC(=O)c1c(NC(=O)CSc2nc(C)cc(C)c2C#N)sc(C(C)=O)c1C	nt	-0.87	-0.63
31	O=C(Cn1nnc(-c2ccc3c(c2)OCO3)n1)NCc1ccco1	31	-0.07	-0.54
32	C/C(CC(=O)Nc1ccc(F)cc1)=N\NC(=O)c1ccccn1	36	nt	nt
33	O=C(N/N=C/c1ccc(Cl)c([N+](=O)[O-])c1)c1cnccn1	-97	0.21	0.11
34	CCOC(=O)c1c(C)nc2c(c1-c1ccc(Cl)cc1)C(=O)CC(C)(C)C2	nt	-1.1	-0.95
35	CC(C)COC(=O)c1ccccc1OC(=O)c1ccncc1	8	nt	nt
36	Cc1nc(NC(=O)C2CC2)sc1C	8	0.21	0.24
37	c1ccc(N2N=C(c3cccs3)CC2c2ccco2)cc1 (stereo not drawn)	nt	-1	1.2
38	COc1ccc(OC2C(=O)N(c3ccc(C)c(C)c3)C2c2ccc(OC)c(OC)c2)cc1 (stereo not drawn)	-15	-0.19	0.72
39	O=C(c1cc(F)c(F)cc1Cl)N1CCOCC1	nt	-0.76	-0.7
40	CNC(=O)NC(=O)CSc1cccc(C(F)(F)F)c1	nt	0.07	-0.85
41	Cc1ccc(S(=O)(=O)Nc2nc3ccccc3nc2N2CCc3ccccc3C2)cc1	-19	0.45	0.94
42	Cc1ccc(S(=O)(=O)N(CC(=O)NCCC2=CCCCC2)Cc2ccccc2)cc1	-6	-1.4	-0.78
43	O=C1O/C(=C\c2ccccc2)c2ccccc21	4	-0.4	-0.98
44	O=C1NC(CCc2ccccc2)C(=O)N1CCOc1cccc(Br)c1 (stereo not drawn)	20	nt	nt
45	COc1ccc(-n2nnnc2SCC(=O)Nc2nc3c(s2)CCCC3)cc1	19	-0.31	0.69
46	O=C(Nc1ccccc1C(=O)O)c1ccc(NC(=O)c2ccc(Br)o2)cc1	9	3	4.5
47	O=S(=O)(Nc1ccc(Cc2ccncc2)cc1)N1CCCC1	56	0.55	-0.19
48	CC1(C)CC(=O)C(=C2SCCCS2)C(=O)C1	-67	0.1	-0.26
49	COc1cc(/C=N/NC(=O)c2cccnc2)ccc1OCC(=O)Nc1c(C)cc(C)cc1C	11	1.5	1.4
50	Cn1c(Cn2nnc3ccccc32)nnc1SCC(=O)NCc1ccc2c(c1)OCO2	35	0.3	-0.03
51	CCOC(=O)CSc1nnc2n(Cc3ccccc3)c(=O)c3c4c(sc3n12)CCC4	55	-1.2	-1
52	CCN(CC)S(=O)(=O)c1ccc2c(c1)nc(CCC(=O)O)n2CC	-13	nt	nt
53	Cc1ccc(CN2CCSc3ccc(C(=O)NCc4ccccn4)cc32)cc1	-43	nt	nt
54	Cn1c(SCC(=O)NCCNC(=O)CSc2nnc(C(F)(F)F)n2C)nnc1C(F)(F)F	-16	1.1	0.59
55	COc1ccc(CCc2nc(C)ccc2O)cc1	89*	1.6&2	2.3&0.3
56	Oc1cccc(/C=N/Nc2ncnc3c2ncn3Cc2ccccc2)c1	-17	1.1	1.2
57	Cc1ccc(-n2nnc3c(=O)n(CC(=O)c4ccccc4)cnc32)cc1	nt	-0.9	-0.86
58	CCC(C)c1ccc(NC(=O)CSc2nncn2N)cc1 (stereo not drawn)	64	-0.1	-0.36
59	CC(C)Sc1cc(N2CCOCC2)nc(-c2ccccc2)n1	nt	-1.1	-1.4
60	CCC(=O)N1CCN(CCN=CC2=C(O)CC(c3cccs3)CC2=O)CC1 (stereo not drawn)	-43	0.31	0.35
61	O=C(Nc1ncc2c(n1)CC(c1ccco1)CC2=O)c1ccccc1 (stereo not drawn)	-7	-0.49	-1
62	COc1cc(/C=N/NC(=O)c2ccc(N(C)S(=O)(=O)c3ccccc3)cc2)cc(OC)c1OC	-93	0.39	1.3
63	CCC1Oc2ccccc2N(CC(=O)NCCN2C(C)CCCC2C)C1=O (stereo not drawn)	nt	0.68	-0.14
64	CC(=O)Nc1ccc(NC2=C/C(=N/S(=O)(=O)c3cccs3)c3ccccc3C2=O)cc1	-55	nt	nt
65	CCOC(=O)c1[nH]c(C)c(C(=O)OCC)c1C	nt	0.29	0.03
66	N=C1CCCN1CC(=O)c1ccc(Br)cc1	nt	0.21	-0.17
67	Cc1cc(C)c(S(=O)(=O)N2CCC(C(=O)NCc3ccc(Cl)cc3Cl)CC2)c(C)c1	6	-2.8	-1.8
68	O=C(Nc1ccccn1)Nc1cccs1	nt	0.84	0.2
69	C=CCNC(=S)NNC(=O)C(CCCC)CC(C)(C)O (stereo not drawn)	-207	0.12	-0.64
70	CC1Cc2cc(/C(O)=C3/C(=O)C(=O)N(CCCn4ccnc4)C3c3ccco3)ccc2O1 (stereo not drawn)	-3	0.25	0.43
71	CC(C)NC(=O)CSc1nnc(-c2ccncc2)n1-c1ccccc1	35	0.88	2.1
72	O=C(Nc1ccccc1C(F)(F)F)Nc1cccc2ccccc12	nt	0.35	0.16
73	O=C(CSCSCC(=O)Nc1ccc2c(c1)OCO2)Nc1ccc2c(c1)OCO2	nt	1.6	2.1
74	Cc1ccc(S(=O)(=O)NCCC(=O)Nc2ccc3c(c2)OCO3)cc1	-69	0.04	-0.18
75	CCCCOc1nc2ccccc2nc1C(C#N)C(=O)NC1CCCCC1 (stereo not drawn)	36	-1.4	-1.1

# Additional entries
entry	SMILES	Insulin prom inh	SDO1 yeast rescue	SDO1 yeast rescue Rescue 24 h
76	CCN(CC)C(=S)Nc1ccc2nc3n(c(=O)c2c1)CCCCC3	33	nt	nt
77	CCOc1ccccc1NC(=O)CN1C(=O)C(C)SC(C)C1=O (stereo not drawn)	-78	nt	nt
78	O=C(COC(=O)c1n[nH]c2ccccc12)Nc1ccc([N+](=O)[O-])cc1	-7	0.04	-0.41
79	CCC1(C)Cc2ccccc2-c2nc(-c3ccccc3)oc(=O)c21 (stereo not drawn)	7	0.14	0.29
80	Oc1ccc(C2C(c3ccccc3)=NN=C(c3ccccc3F)N2O)c(O)c1 (stereo not drawn)	8	1.8	2.3
81	Cc1n[nH]c(C)c1CCC(=O)N/N=C/c1cccc([N+](=O)[O-])c1	17	nt	nt
82	OC(COc1cccc2ccccc12)CN1CCCC1 (stereo not drawn)	-41	-0.19	-0.23
83	O=C(CNC(=S)N(Cc1ccccc1)Cc1ccccc1F)NCc1ccc(Cl)cc1	-53	nt	nt
84	COc1ccc(NC(=S)N2CCN(Cc3ccccc3)CC2)cc1	54	nt	nt
85	CCOCCCNC(=O)N[C@@H](Cc1ccccc1)C(=O)OC	nt	-0.1	-0.39
86	CCCOc1ccc(C(C)=O)cc1CN1CCOCC1	nt	0.48	0.24
87	CCOC(=O)C1(S(=O)(=O)c2ccccc2)CCN(Cc2ccccc2)CC1	nt	-0.24	-0.24
88	O=C(CSc1ccc2ccccc2c1)Nc1ccncc1	-53	-1.9	-1.6
89	Cc1cccc(N2CCN(S(=O)(=O)c3ccc4c(c3)CCN4C(=O)CCC(=O)O)CC2)c1C	nt	0.27	0.09
90	O=C(NCCc1ccco1)c1nn(Cc2ccccc2)c(=O)c2ccccc12	nt	-1.6	-0.72
91	O=C(CCC(=O)c1cccs1)OCc1nc2ccccc2s1	-6	-0.14	-0.4
92	CS(=O)(=O)N1CCN(C(=O)c2cc(-c3cccs3)nc3ccccc23)CC1	-94	1.3	1.1
93	COc1cc2c(cc1OC)C1=C(C#N)CCC(=NC(=O)c3ccc(Cl)cc3)N1CC2	25	-0.67	-0.79
94	COc1ccccc1C(=O)n1nc(-c2cccnc2)nc1N	nt	-0.06	-0.38
95	Cc1ccc(-c2cc(-c3n[nH]c(=S)o3)c3ccccc3n2)cc1	-41	-0.8	-0.6
96	Fc1ccc(CNc2ncnc3c2cnn3-c2ccccc2)cc1	-30	-1.6	-0.64
97	CCc1ccc(N(C2C=CS(=O)(=O)C2)S(=O)(=O)c2ccccc2)cc1 (stereo not drawn)	-35	0.44	0.5
98	CCC1CCCCN1CCCNC(=O)c1ccc(CS(=O)(=O)Cc2ccccc2F)o1 (stereo not drawn)	-194	-0.42	-0.43
99	Cc1ccc(C)c(Nc2nc3nonc3nc2N2CCOCC2)c1	-25	1.5	0.43
100	COc1ccc(-c2noc(CSc3nc4ccccc4c(=O)n3-c3ccc(C)cc3)n2)cc1	nt	-0.25	-0.12
101	COc1ccccc1N1CCN(C(=O)COc2cccc(C)c2C)CC1	-46	nt	nt
102	COc1ccc(CC(=O)Nn2c(-c3ccccc3)nc3ccccc3c2=O)cc1	-4	-0.3	-0.42
103	CCOc1ccc(-n2cc(C(=O)NCc3ccco3)c3cc(OC)c(OC)cc3c2=O)cc1	27	0.25	1.6
104	Cc1onc(-c2ccccc2Cl)c1C(=O)N1CCN(C(=O)c2ccco2)CC1	nt	0	-0.62
105	CC(Oc1ccc(F)cc1)C(=O)Nc1sc2c(c1C(=O)NCc1cccnc1)CCCC2 (stereo not drawn)	nt	-1.1	-0.61
106	CCCCCCN=CC1=C(O)C(C(=O)OC)C(C)(C)CC1=O (stereo not drawn)	93*	-1.1	-0.96
107	O=C(c1ccc(F)cc1)C(CN1CCOCC1)c1ccccc1 (stereo not drawn)	nt	-2.3	-1.9
108	FC(F)(F)C(Oc1nc(Nc2ccc(Cl)cc2)nc(N2CCOCC2)n1)C(F)(F)F	-279	-0.86	-0.17
109	Cc1cc(C(=O)OC2CCOC2=O)c2ccccc2n1 (stereo not drawn)	16	0.33	0.12
